# Compound activity (PubChem)
# Shn3 3UTR inh – reduction of Shn3 3'UTR firefly luciferase signal, primary screen, Schnurri-3 inhibitor project, cell-based, Clone20 osteoblasts, set 2; Clone20 osteoblast Shn3 3'UTR firefly luciferase, 24 h; inhibition, % at 12.5 µM; 0.52% of 360,000 active; AID 588674, 2011;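 active = mean inhibition of at least 75% with every replicate also reaching 75%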;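 note: 0% = median of neutral control wells and 100% = pilot-screen positive control compound; some compounds past the cut are filed as inactive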
# TRAIL sens C8 – viability loss with TRAIL in NB7+C8 cells, primary screen, TRAIL sensitizer project, cell-based, ATPlite luminescence; inhibition (viability loss, TRAIL sensitization), % at 10 µM; 1% of 360,000 active; AID 624354, 2012;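 active = compounds causing at least 50% loss of cell viability in the single-dose screen, relative to plate controls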
# COUP-TFII inh – NR2F2 transcriptional activity inhibitors, primary screen, cell-based, luciferase reporter, HEK293T, luminescence; HEK293T NGFI-A luciferase reporter; COUP transcription factor 2 (Homo sapiens), P24468; inhibition, % at 8.6 µM; 0.7% of 370,000 active; AID 686940, 2013;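 active = inhibition above a per-plate cutoff, mean inhibition of test wells between control levels plus 3 SD, cut at about 38% in these data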;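 note: cells cotransfected with COUP-TFII expression vector driving the NGFI-A reporter; 0% = median of COUP-TF2 test wells and 100% = reporter-only cells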
# Target sequence (P24468 whole entry, looked up): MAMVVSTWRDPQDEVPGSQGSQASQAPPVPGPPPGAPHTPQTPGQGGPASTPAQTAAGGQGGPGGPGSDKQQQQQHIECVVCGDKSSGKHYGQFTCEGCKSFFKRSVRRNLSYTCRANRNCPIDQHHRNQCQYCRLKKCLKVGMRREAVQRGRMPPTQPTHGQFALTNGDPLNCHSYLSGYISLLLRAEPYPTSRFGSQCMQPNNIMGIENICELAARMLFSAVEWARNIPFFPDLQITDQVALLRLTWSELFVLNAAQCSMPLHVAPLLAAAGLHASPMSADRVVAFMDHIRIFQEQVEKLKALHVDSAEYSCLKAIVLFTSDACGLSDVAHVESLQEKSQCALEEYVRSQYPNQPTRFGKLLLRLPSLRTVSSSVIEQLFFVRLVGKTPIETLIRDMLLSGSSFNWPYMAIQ
# KKLEB tox – cytotoxicity in KKLEB CF airway cells, primary screen, cytotoxicity control for CF NF-kB inhibitor project, cell-based, uHTS, fluorescence assay plates; 0.36% of 360,000 active; activity change (cytotoxicity), % at 5 µM; KKLEB CF airway cells viability, ATPlite luminescence, overnight; hits give low values; cells stimulated with P. aeruginosa culture filtrate; AID 602141, 2011;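 active = corrected activity change at or below -50% at 5 µM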
# LRH-1 inv ag – LRH-1 (NR5A2) inverse agonists, primary screen, cell-based, luminescence, HEK293T, StAR-luciferase reporter. LRH-1 transfected, 24 h. Nuclear receptor subfamily 5 group A member 2 (Homo sapiens), O00482. 0.13% of 360,000 active. inhibition, % at 3.6 µM;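 active = inhibition above the mean inhibition of all tested compounds plus 3 SD, cut at about 73% in these data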;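 note: 0% = DMSO wells and 100% = reporter-only cells lacking LRH-1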
# Target sequence (O00482 whole entry, looked up): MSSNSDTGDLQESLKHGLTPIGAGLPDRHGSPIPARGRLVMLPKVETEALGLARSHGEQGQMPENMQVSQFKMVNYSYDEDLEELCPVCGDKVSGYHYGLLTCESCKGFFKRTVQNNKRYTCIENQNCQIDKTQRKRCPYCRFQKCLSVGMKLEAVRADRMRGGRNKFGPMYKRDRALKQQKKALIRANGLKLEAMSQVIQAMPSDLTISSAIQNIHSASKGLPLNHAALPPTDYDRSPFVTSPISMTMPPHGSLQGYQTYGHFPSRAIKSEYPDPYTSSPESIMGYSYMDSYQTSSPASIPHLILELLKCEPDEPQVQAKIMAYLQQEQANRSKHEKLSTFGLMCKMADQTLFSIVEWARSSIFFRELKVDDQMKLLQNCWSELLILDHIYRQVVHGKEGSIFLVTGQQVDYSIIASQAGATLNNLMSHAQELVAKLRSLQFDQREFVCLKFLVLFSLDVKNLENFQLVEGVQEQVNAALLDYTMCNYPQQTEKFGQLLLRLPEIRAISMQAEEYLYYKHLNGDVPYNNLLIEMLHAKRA
# LMP1 NFkB inh – EBV LMP1-driven NF-kappaB luciferase reporter inhibitors, primary screen, cell-based, luminescence, single point; 0.69% of 350,000 active; LMP1-induced NF-kappaB luciferase reporter cells; AID 504558, 2011; inhibition, % at 12.5 µM; in the data active = inhibition above about 41%;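 note: 0% = neutral control wells and 100% = reference inhibitor control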
# SRC3 inh – SRC3 coactivator transcriptional activity inhibitors, primary screen, cell-based, luminescence. Nuclear receptor coactivator 3 (Homo sapiens), Q9Y6Q9. HEK293 GAL4-SRC3 luciferase reporter. inhibition, % at 3.6 µM. 0.17% of 360,000 active. AID 588352, 2011;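 active = inhibition above a per-campaign cutoff, the mean of all compounds plus 3 SD, cut at about 60% in these data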;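 note: 0% = DMSO-treated cells and 100% = gossypol-treated cells at 36 µM; higher means less SRC3-driven luciferase light from the GAL4 reporter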
# TROY NFkB inh – inhibitors of TROY-driven NF-kB signaling, primary screen, Q293 LMP1-TROYcd cells, NF-kB luciferase, uHTS. 0.98% of 360,000 active. Q293 LMP1-TROYcd NF-kB luciferase reporter, 4 h. AID 1347056, 2019. inhibition, % at 10 µM;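 active = compounds whose plate-normalised and pattern-corrected inhibition of the luciferase reporter signal at the single screening dose is 50% or more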
# SRC1 inh – SRC1 coactivator transcriptional activity inhibitors, primary screen, cell-based, luminescence; Nuclear receptor coactivator 1 (Homo sapiens), Q15788; HEK293 GAL4-SRC1 luciferase reporter; inhibition, % at 3.6 µM; 0.12% of 360,000 active;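 active = inhibition above the campaign mean plus 3 SD, with each screening campaign given its own cutoff, cut at about 60% in these data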;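 note: 0% = DMSO treated cells and 100% = gossypol at 36 µM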
# CF NFkB inh – inhibitors of PAF-induced NF-kB signaling, primary screen, cell-based, GFP fluorescence, uHTS. AID 588850, 2011. 0.86% of 360,000 active. KKLEB NF-kB-GFP reporter, GFP fluorescence overnight. inhibition, % at 5 µM;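 active = at least 50% inhibition at 5 µM, scaled per plate between neutral and stimulator controls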;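 note: PAF is a Pseudomonas aeruginosa culture filtrate used as stimulus; plate controls were PAF-stimulated DMSO wells for no effect and unstimulated DMSO wells for full effect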
# TWEAK-Fn14 inh – inhibitors of TWEAK-Fn14 signaling, primary screen, luciferase reporter cells, uHTS; TWEAK-stimulated Fn14 reporter cells, luciferase luminescence, 8 h; inhibition, % at 10 µM; 2% of 360,000 active; AID 1159606, 2016; in the data active = inhibition above about 50%
# * marks the source's active call; other numbers are inactive results; nt = no result given. This is a subset; the hit share may differ from the screen's.
# Results follow in this order: Shn3 3UTR inh	TRAIL sens C8	COUP-TFII inh	KKLEB tox	LRH-1 inv ag	LMP1 NFkB inh	SRC3 inh	TROY NFkB inh	SRC1 inh	CF NFkB inh	TWEAK-Fn14 inh
- CCc1nc2n[nH]c(N)c2c2c1CCCC2
  9	-20	5	-9	14	6	16	17	-6	21	-2
- O=C(NCCc1csc(-c2cccnc2)n1)c1ccc(Br)o1
  19	-8	9	8	-7	-10	-6	2	11	25	4
- CCN(CC)S(=O)(=O)c1cc(C(=O)OC)ccc1Cl
  13	-3	5	3	4	-1	16	21	7	-15	-13
- CN(CCc1ccccc1)C(=O)c1cccc(NC(=O)Cc2cccc(NC(=O)C3CCCN(C(=O)C4CCC4)C3)c2)c1 (stereo not drawn)
  -16	-14	9	3	12	4	8	17	1	14	11
- O=C(NCCCn1ccnc1)c1ccc(Br)s1
  -11	-2	-11	-7	-16	-2	7	-15	-3	9	0
- COc1ccc(CNC(=O)CSc2nnc3nc(C)cc(C)n23)cc1OC
  -9	-2	8	-8	11	-1	0	-2	-1	2	16
- C[C@H](NC(=O)CCCOc1ccc(Cl)cc1Cl)c1nnc2ccccn12
  23	-8	-17	-11	10	-15	10	-3	-1	-7	15
- CCOC(=O)N1CCC(NC(=O)CS(=O)(=O)Cc2nc(-c3ccc(C)cc3)oc2C)CC1
  10	-8	0	10	1	2	-3	1	3	-24	-1
- C[C@H](CO)N1C[C@H](C)[C@@H](CN(C)C(=O)c2ccc(F)cc2)Oc2cc(Br)ccc2S1(=O)=O
  1	3	-1	8	5	1	-6	0	-9	0	-9
- CNS(=O)(=O)c1ccc(NC(=S)Nc2ccc3c(c2)OCO3)cc1
  -21	-3	-17	12	-34	-13	-15	19	-21	-14	-3
- Cc1cccc(NC2=NCC(=O)N2Cc2cccs2)c1
  -12	7	6	1	13	-6	12	-10	1	0	1
- Cc1cc(C)c2c(N)c(S(=O)(=O)c3ccccc3)sc2n1
  46	-3	0	-16	14	16	4	10	-6	17	16
- Cc1ccccc1-n1c(-c2ccc3ccccc3n2)n[nH]c1=S
  0	9	0	2	8	-1	15	-26	3	1	-15
- O=C(NCc1ccncc1)Nc1cccc(Cl)c1
  nt	-1	-9	-7	-4	-6	-17	0	-21	0	-7
- O=[N+]([O-])c1ncn(C23CC4CC(CC(C4)C2)C3)n1
  11	2	-3	0	-11	3	6	-11	10	-6	-7
- O=C(Nc1ccccc1)N(Cc1ccc2c(c1)OCO2)Cc1nc2ccccc2c(=O)[nH]1
  -7	0	-7	-1	4	-14	-28	24	-66	-5	-9
- NC(=O)CCCc1nc(-c2ccccc2Cl)no1
  -27	4	-12	-14	-20	1	11	-28	-17	-7	6
- Cc1noc(C)c1-c1ccc(C(=O)NCc2ccncc2)c2occc12
  24	-3	-46	7	14	nt	-2	-14	-4	-50	12
- CCCn1c(COc2ccc(C(=O)O)cc2)nc2ccccc21
  -3	-4	-4	2	4	3	-15	10	17	-2	-11
- C=CCOc1cccc(C2/C(=C(/O)c3ccccc3)C(=O)C(=O)N2CCN2CCOCC2)c1 (stereo not drawn)
  -40	10	-7	-28	-8	3	7	-17	-2	10	3

# In a second layout: twelve of the compounds above
smiles | Shn3 3UTR inh | TRAIL sens C8 | COUP-TFII inh | KKLEB tox | LRH-1 inv ag | LMP1 NFkB inh | SRC3 inh | TROY NFkB inh | SRC1 inh | CF NFkB inh | TWEAK-Fn14 inh
C[C@H](CO)N1C[C@H](C)[C@@H](CN(C)C(=O)c2ccc(F)cc2)Oc2cc(Br)ccc2S1(=O)=O | 1 | 3 | -1 | 8 | 5 | 1 | -6 | 0 | -9 | 0 | -9
CNS(=O)(=O)c1ccc(NC(=S)Nc2ccc3c(c2)OCO3)cc1 | -21 | -3 | -17 | 12 | -34 | -13 | -15 | 19 | -21 | -14 | -3
Cc1cccc(NC2=NCC(=O)N2Cc2cccs2)c1 | -12 | 7 | 6 | 1 | 13 | -6 | 12 | -10 | 1 | 0 | 1
Cc1cc(C)c2c(N)c(S(=O)(=O)c3ccccc3)sc2n1 | 46 | -3 | 0 | -16 | 14 | 16 | 4 | 10 | -6 | 17 | 16
Cc1ccccc1-n1c(-c2ccc3ccccc3n2)n[nH]c1=S | 0 | 9 | 0 | 2 | 8 | -1 | 15 | -26 | 3 | 1 | -15
O=C(NCc1ccncc1)Nc1cccc(Cl)c1 | nt | -1 | -9 | -7 | -4 | -6 | -17 | 0 | -21 | 0 | -7
O=[N+]([O-])c1ncn(C23CC4CC(CC(C4)C2)C3)n1 | 11 | 2 | -3 | 0 | -11 | 3 | 6 | -11 | 10 | -6 | -7
O=C(Nc1ccccc1)N(Cc1ccc2c(c1)OCO2)Cc1nc2ccccc2c(=O)[nH]1 | -7 | 0 | -7 | -1 | 4 | -14 | -28 | 24 | -66 | -5 | -9
NC(=O)CCCc1nc(-c2ccccc2Cl)no1 | -27 | 4 | -12 | -14 | -20 | 1 | 11 | -28 | -17 | -7 | 6
Cc1noc(C)c1-c1ccc(C(=O)NCc2ccncc2)c2occc12 | 24 | -3 | -46 | 7 | 14 | nt | -2 | -14 | -4 | -50 | 12
CCCn1c(COc2ccc(C(=O)O)cc2)nc2ccccc21 | -3 | -4 | -4 | 2 | 4 | 3 | -15 | 10 | 17 | -2 | -11
C=CCOc1cccc(C2/C(=C(/O)c3ccccc3)C(=O)C(=O)N2CCN2CCOCC2)c1 (stereo not drawn) | -40 | 10 | -7 | -28 | -8 | 3 | 7 | -17 | -2 | 10 | 3

# (more compounds)
# Results follow in this order: Shn3 3UTR inh	TRAIL sens C8	COUP-TFII inh	KKLEB tox	LRH-1 inv ag	LMP1 NFkB inh	SRC3 inh	TROY NFkB inh	SRC1 inh	CF NFkB inh	TWEAK-Fn14 inh
- CCOC(=O)C1CCN(CCC(=O)Nc2ccc(C)cc2)CC1
  -13	-20	-8	-12	-5	-4	5	8	-3	4	-3
- Cc1c(NC(=O)C(C)c2ccc(CC(C)C)cc2)c(=O)n(-c2ccccc2)n1C (stereo not drawn)
  -1	-2	3	2	24	4	4	8	-1	-19	4
- CNc1nnc(SCC(=O)c2cc(C)n(C3CC3)c2C)s1
  -45	-2	-43	-9	-76	-9	-50	3	-58	22	4
- COc1ccc(CNC(=O)c2ccc3c(=O)n4c(nc3c2)CCCCC4)cc1OC
  50	22	30	-3	19	16	24	27	10	-15	15
- Cc1cccc(NC(=O)Cn2c(=O)oc3ccccc32)n1
  1	-3	-5	9	5	1	-10	-29	-19	-18	-9
- O=C(c1ccc(S(=O)(=O)N2CCCCC2)cc1)N1CCN=C1SCc1cccnc1
  19	11	-18	-3	14	-4	2	30	-14	19	7
- COc1ccc(CNC(=O)COC(=O)C2=COCCO2)cc1
  -3	-4	12	5	2	3	7	3	7	9	1
- O=C(Nc1cccc(-n2cnnn2)c1)C1CCCN(Cc2cccc(C(F)(F)F)c2)C1 (stereo not drawn)
  16	1	24	-1	3	3	17	-7	10	-19	14
- COc1cc(/C=N\Nc2ccc([N+](=O)[O-])cc2)ccc1OCC(=O)Nc1ccc(C)c(C)c1
  -5	1	14	-16	5	-14	-2	15	-7	-18	5
- CC(C)(O)C#Cc1cccc(-c2nc(C(=O)NCCCN3CCOCC3)cc3c2[C@H](CCO)N(S(=O)C(C)(C)C)C3)c1 (stereo partly drawn)
  -9	-9	10	-16	-7	nt	-3	-4	-36	-15	-18
- O=C(Nc1ccc(OC(=O)c2cccs2)cc1)c1ccco1
  0	-20	-20	-7	-19	1	1	-26	0	4	-5
- CN(c1ccccc1)S(=O)(=O)c1cccc(C(=O)NCc2ccccc2)c1
  20	-1	13	2	-24	-1	-15	4	-1	22	8
- Cc1ccc(/C(O)=C2/C(=O)C(=O)OC2c2ccc(Cl)cc2)cc1 (stereo not drawn)
  12	-15	-7	3	-7	-4	12	-13	-5	2	9
- CSc1ccccc1-c1nnc(-c2ccc(Cl)cc2Cl)o1
  -59	45	-22	-18	-61	-31	-45	-96	-18	-4	-49
- O=c1cc(CN2CCN(c3ccc(Cl)c(Cl)c3)CC2)c2c(ccc3ccccc32)o1
  3	2	2	-13	9	nt	-10	11	10	13	0
- O=C(N/N=C/c1ccccc1C(=O)O)c1cccc(S(=O)(=O)Nc2cc(Cl)ccc2Cl)c1
  -6	-17	-3	-3	3	-12	16	2	-17	-12	-26
- Cc1ccc(NC(=O)CSc2n[nH]c(C)c2[N+](=O)[O-])cc1
  4	-8	23	-2	-10	-2	17	-70	5	3	18
- COc1ccc(NC(=O)CSc2nc3c(c(=O)n2-c2ccccc2)SCC3)c(OC)c1
  6	-17	16	7	9	2	11	2	-6	-33	-25
- CCCCN(C(=O)CCC(=O)Nc1cc(C)on1)C(C(=O)NC(C)(C)C)c1ccccc1Cl (stereo not drawn)
  -3	3	2	2	1	-8	10	20	14	-4	5
- Cc1ccccc1-c1cccc([C@@H]2C[C@H]3[C@H](CON3C)CN2Cc2cc(Cl)cc(Cl)c2)c1
  -2	24	6	-16	20	-3	-3	-7	-1	35	-6
- CC1CCCCC1NC(=O)c1ccc(CSc2nc3ccncc3[nH]2)cc1 (stereo not drawn)
  26	5	22	-8	0	2	-1	7	0	-5	16
- COCCNC(=O)C1(C)CCCN(C(=O)c2ccco2)C1 (stereo not drawn)
  8	-2	-8	-3	-5	nt	-10	-21	-7	8	2
- O[C@@H]1Cc2ccccc2O[C@H]1c1ccccc1
  3	16	-33	8	2	0	6	6	7	-1	2
- CCCOc1ccc(N2CC(C(=O)Nc3ccc4c(c3)OCO4)CC2=O)cc1 (stereo not drawn)
  -8	3	-3	-12	-17	-8	0	-12	-4	-9	-7
- CCC(=O)NC(=S)Nc1ccc(S(=O)(=O)NC(C)=O)cc1
  -9	-5	-2	3	-10	-5	4	9	-13	-12	3
- O=C(C1=C(O)C(=O)N(c2nccs2)C1c1ccccc1)c1cc2ccccc2o1 (stereo not drawn)
  nt	7	-28	-14	-50	4	-47	-51	-51	14	13
- N#CCSc1nc2ccc(N3CCOCC3)cc2c(=O)n1CCc1ccccc1
  0	-7	12	3	18	16	1	-44	10	17	-13
- CC(OC(=O)C1=Cc2ccccc2OC1)C(=O)NC(C)(C)C (stereo not drawn)
  16	3	-11	-1	-9	5	0	-13	-7	-6	-1
- Cc1[nH]nc(Nc2ccc(Br)cc2)c1[N+](=O)[O-]
  -38	-10	-25	-4	-136	-18	-58	-45	-104	-6	-5
